TEAD-YAP block – TEAD-YAP interaction inhibition, primary screen, TEAD-YAP interaction inhibitor project, luminescence, HEK-TIYL cells | TEAD-Gal4/YAP UAS-luciferase luminescence | inhibition, % at 9.12 µM | hit rate 1.4% among 640,000 | AID 1259422, 2018; in the data active = inhibition above about 32%;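 also: 0% = median of test compound wells and 100% = reference inhibitor wells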
MITF primary – MITF inhibitors, primary screen, biochemical, AlphaScreen, human; AID 1259374, 2018; AlphaScreen MITF homodimerization, bead proximity signal; Microphthalmia-associated transcription factor (Homo sapiens), O75030; inhibition, % at 2.6 µM; hit rate 0.91% among 650,000; in the data active = inhibition above about 50%;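 also: 0% = vehicle wells with protein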
FBW7 activator – FBW7 E3 ligase activators, primary screen, biochemical, AlphaScreen, human | AlphaScreen FBW7–phospho-cyclin E peptide binding, activator screen | normalized activity (activation), % at 26.1 µM | hit rate 0.13% among 650,000; in the data active = normalized activity above about 1.9%;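 also: purified mutant Fbw7 with reduced substrate affinity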
Target sequence (Q969H0 whole entry, looked up): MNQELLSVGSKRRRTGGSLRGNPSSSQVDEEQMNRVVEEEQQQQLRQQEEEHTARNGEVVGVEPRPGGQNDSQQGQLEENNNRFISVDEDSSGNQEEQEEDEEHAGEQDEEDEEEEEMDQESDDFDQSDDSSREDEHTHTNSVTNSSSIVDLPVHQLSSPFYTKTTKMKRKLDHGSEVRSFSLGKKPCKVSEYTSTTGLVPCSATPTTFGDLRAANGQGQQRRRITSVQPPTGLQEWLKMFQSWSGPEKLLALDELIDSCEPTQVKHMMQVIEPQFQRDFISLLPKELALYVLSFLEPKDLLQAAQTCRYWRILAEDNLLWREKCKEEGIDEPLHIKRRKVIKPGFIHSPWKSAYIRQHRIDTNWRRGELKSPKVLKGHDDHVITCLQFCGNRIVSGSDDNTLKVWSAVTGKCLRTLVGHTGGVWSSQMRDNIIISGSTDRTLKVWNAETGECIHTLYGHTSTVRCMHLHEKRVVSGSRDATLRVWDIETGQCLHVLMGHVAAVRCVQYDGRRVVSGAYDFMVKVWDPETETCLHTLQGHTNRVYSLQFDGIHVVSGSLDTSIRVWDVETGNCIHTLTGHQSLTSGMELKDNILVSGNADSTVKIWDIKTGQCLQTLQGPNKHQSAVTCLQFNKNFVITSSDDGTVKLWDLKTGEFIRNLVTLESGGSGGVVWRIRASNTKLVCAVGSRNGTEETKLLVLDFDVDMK
GPR151 ag – activators of human GPR151, primary screen, cell-based, PathHunter beta-arrestin, luminescence; PathHunter beta-arrestin GPR151 cells; hit rate 1% among 650,000; activation, % at 11.2 µM; G-protein coupled receptor 151 (Homo sapiens), Q8TDV0; in the data active = activation above about 4.9%;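 also: 0% = median of compound wells and 100% = cells with positive control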
Target sequence (Q8TDV0 whole entry, looked up): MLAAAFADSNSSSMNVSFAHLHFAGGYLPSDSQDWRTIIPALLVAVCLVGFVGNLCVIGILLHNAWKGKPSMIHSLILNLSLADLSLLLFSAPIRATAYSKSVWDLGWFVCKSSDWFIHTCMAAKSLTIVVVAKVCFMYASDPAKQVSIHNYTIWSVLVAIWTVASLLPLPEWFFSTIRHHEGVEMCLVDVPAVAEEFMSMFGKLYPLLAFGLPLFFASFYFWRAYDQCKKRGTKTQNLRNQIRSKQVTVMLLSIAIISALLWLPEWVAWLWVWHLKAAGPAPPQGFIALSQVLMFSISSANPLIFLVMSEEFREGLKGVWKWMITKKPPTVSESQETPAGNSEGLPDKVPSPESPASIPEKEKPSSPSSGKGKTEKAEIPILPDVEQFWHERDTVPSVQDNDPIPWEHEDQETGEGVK
The depositor's hits bear a star.

SMILES	TEAD-YAP block	MITF primary	FBW7 activator	GPR151 ag
CC1CCCCN1CCCNC(=O)C1CCCN(S(=O)(=O)N2CCOCC2)C1 (centres undefined)	-2	-4	-0.1	1.9
O=C1C(=O)N(CN2CCCCC2)C2C=CC=CC12 (centres undefined)	4	-1	-0.1	-0.4
CCc1ccc(OCC(=O)Nc2nc(C)c(C)s2)c(Br)c1	78*	-3	0.5	-8.8
CC(=O)c1ccc(Nc2nc(C)c([N+](=O)[O-])c(Nc3ccc(C(C)=O)cc3)n2)cc1	-44	13	-0.1	-0.5
O=C(c1ccccc1NS(=O)(=O)c1cccc2cccnc12)N1CCOCC1	-9	4	0.1	-0.3
COc1ccc(Cc2nnc(NC(=O)/C=C/c3ccccc3[N+](=O)[O-])s2)cc1	1	3	0.1	1.7
Cc1c(C(=O)Nc2ccc3c(c2)OCO3)sc2ncn(Cc3cccc(F)c3)c(=O)c12	-21	3	-0.2	-0.7
O=C(NC1CCCCCC1)C(=O)NC1CCCCC1	-1	6	0.0	1.6
N#CC1=C(N)Oc2cc(O)c(Cl)cc2C1c1cccnc1 (centres undefined)	5	7	0.1	-0.4
O=C(/C=C/c1ccco1)NC(=S)Nc1ccccc1	-12	4	0.0	0.6
COc1cccc(CN2CCC(c3nc4ccc(OC)cc4[nH]3)CC2)c1	-7	-1	0.1	-0.2
O=C(CCN1CCCCCC1)Nc1cccc(Cl)c1	9	8	0.6	-1.2
Fc1ccc(CNCCCn2ccnc2)cc1	-10	-4	-0.2	0.0
O=C(Cc1cccc2ccccc12)N/N=C/c1ccc([N+](=O)[O-])c(O)c1	-3	-4	-0.1	-0.7
O=Cc1cn(CCC(=O)O)nc1-c1cccc(Br)c1	-2	-17	0.0	-1.7
COCCOC(=O)Cn1nc2c3c(C)c(C)sc3nc(C(C)C)n2c1=O	-4	20	1.2	-0.2
Cc1ccc(C(=O)/C=C/Nc2ccc(F)c(Cl)c2)o1	-51	6	-0.4	2.2
CCN(CC)C(=O)C1CCCN(Cc2nc(-c3cccs3)no2)C1 (centres undefined)	-3	-8	-0.2	-0.2
CCOC(=O)N1CCc2c(sc3c2C(=O)NC(c2ccccc2Cl)N3)C1 (centres undefined)	-7	-9	0.0	0.2
COc1ccc(Cl)cc1N(CC(=O)N1CCc2ccccc2C1)S(=O)(=O)c1ccc(C)c([N+](=O)[O-])c1	4	15	0.3	-1.7

Record cards, as listed above. Screens in order: TEAD-YAP block, MITF primary, FBW7 activator, GPR151 ag
`COc1cccc(CN2CCC(c3nc4ccc(OC)cc4[nH]3)CC2)c1` as listed: -7, -1, 0.1, -0.2
`CCN(CC)C(=O)C1CCCN(Cc2nc(-c3cccs3)no2)C1` (centres undefined) as listed: -3, -8, -0.2, -0.2

Other results.
SMILES	TEAD-YAP block	MITF primary	FBW7 activator	GPR151 ag
O=C1C(=O)N(c2nc3ccccc3s2)C(c2ccc(O)cc2)/C1=C(\O)c1ccc(Cl)cc1 (centres undefined)	12	5	-0.1	-0.1
COc1ccc(-c2noc(CNC(=O)CSc3ccccc3)n2)cc1	5	6	-0.1	-1.4
CCOc1cc(C(=S)N2CCCC2)ccc1O	-2	13	0.0	-0.7
O=C(CSc1ccc2nnc(-c3cccc(F)c3)n2n1)Nc1ccc2c(c1)OCCO2	0	-2	-0.1	0.5
Fc1cccc(Oc2ncnc3c2cnn3-c2ccccc2)c1	-33	13	1.2	-2.5
COc1ccc(C(=O)C2CCN(C(=O)Nc3ccccc3F)CC2)cc1	10	3	0.1	0.7
COc1ccccc1C(=O)NCc1nnc(SCC(=O)N2N=C(c3cccs3)CC2c2ccc(C)cc2)n1-c1cccc(C)c1 (centres undefined)	-10	6	0.0	0.3
COc1cc(C(=O)N(CCCCN2C(=O)c3ccccc3C2=O)c2ccc(F)cc2F)cc(OC)c1OC	6	1	1.0	-0.2
O=C1OCC2=C1C(c1ccccc1[N+](=O)[O-])c1cc3c(cc1N2)OCCO3 (centres undefined)	9	-9	-0.2	0.1
COc1ccc(-c2ncc(C)c(NCCOc3ccccc3)n2)cn1	7	22	0.2	-1.9
C=CCc1cc(OC)ccc1OCCCNCCN	0	8	-0.1	0.3
O=C(O)c1ccccc1NC1C=CC(=O)C1Nc1ccccc1C(=O)O (centres undefined)	1	48	0.2	0.4
COC(c1ccc2c(c1)CN(C(=O)c1cnn3cccnc13)CCO2)C1CCCCC1 (centres undefined)	-16	23	-0.1	-0.2
CCOC(=O)C1=C(CS(=O)(=O)c2ccccc2)NC(=O)NC1c1cccc(Cl)c1 (centres undefined)	4	-5	0.7	0.5
COc1ccc(/C(Cl)=C(\C=O)c2ccc(OC)cc2)cc1	0	17	0.0	-0.2
Cc1cc(S(=O)(=O)Nc2ccc(C(N)=O)cc2)ccc1Br	-5	-4	-0.1	-1.9
CCn1ccnc1CN1CCCC(N2CCN(c3ccccc3OC)CC2)C1 (centres undefined)	-2	7	-0.1	2.7
Cc1cc(-c2nnc(NC(=O)C3CCCCC3)o2)nn1C	4	5	-0.1	1.2
CN(C)S(=O)(=O)c1ccc2c(c1)C(=O)C(=O)N2	4	-1	0.2	0.4
CCOC(=O)c1ccc(-n2[nH]c(C(F)(F)F)c(/C=C3\C=Nc4ccccc43)c2=O)cc1	6	4	-0.1	0.6
Cc1ccc(C(=O)N[C@H](C(=O)N2CCN(c3ccccc3)CC2)C(C)C)cc1	-11	0	0.1	1.3
CCOC(=O)CCC(=O)NCc1ccc2c(c1)cc(C)n2C	2	0	-0.2	0.8
CCOc1cc2c(cc1/C=C1/NC(=O)N(Cc3ccccc3)C1=O)OCO2	-2	2	0.0	0.3
CSc1ccc(CNc2nn[nH]n2)cc1	-10	13	0.1	-0.7
COc1cccc(C(=O)N2CCCc3ccccc32)c1OC	5	3	0.1	-0.2
CNC(=O)c1c(NC(=O)c2c(F)cccc2F)sc2c1CCC2	4	-8	0.0	3.8
CC(C)CN1C(=O)c2ccc(C(=O)Nc3ccc(Br)cc3C(=O)O)cc2C1=O	-7	-14	-0.2	-0.9
N#C/C(=C\c1ccc(Br)cc1)C(=O)Nc1ccc([N+](=O)[O-])cc1	-6	15	-0.1	-0.5
CN1CCN(c2ccc([N+](=O)[O-])c(NC(c3ccccc3)c3ccccc3)c2)CC1	-10	23	-0.1	1.2
Cc1cc(C)nc(N/N=C/c2ccc(N3CCNCC3)s2)n1	-11	-7	0.0	-1.2
O=C(c1ccccc1)n1nc(-c2cccnc2)nc1NCc1ccccc1	8	9	0.1	0.1
CN(C(=O)c1ccc2c(c1)OCO2)C1(C)CCS(=O)(=O)C1 (centres undefined)	-5	6	0.0	-0.6
CC(Oc1ccc(Cl)cc1Cl)C(=O)NNc1nc(Cl)nc(N(C)C)n1 (centres undefined)	-8	0	0.3	2.9
CCn1nc(CC(=O)N2CCC3(CC2)NC(=O)c2cccnc2N3C)c2ccccc2c1=O	3	9	0.2	1.0
CCC(=O)c1ccc(OCC(O)CN(C)C2CCCCC2)cc1 (centres undefined)	-8	-7	0.2	-0.3
Cc1ccc(NS(=O)(=O)c2ccc3c(c2)C(=NO)c2cc(S(=O)(=O)Nc4ccc(C)cc4)ccc2-3)cc1	-10	15	-0.1	0.5
CCOC(=O)CSc1nc2sc(C(=O)OCC)c(C)c2c(=O)n1Cc1ccc(F)cc1	-1	21	0.6	-1.7
COc1ccccc1C(=O)Nc1cccc(N2CCC(NCC3(O)CCCCC3)CC2)c1	6	7	0.4	-0.9
O=C1CCCN1CCn1cnc2c(NCc3cccnc3)nc(NC3CCN(Cc4ccccc4)CC3)nc21	-3	-16	-0.2	-0.2
CCC1=C(C)C(C(F)(F)F)(C(F)(F)F)C(C#N)=C(N)N1c1ccccc1F	9	6	0.2	1.1

Reformatted with values under each structure: part of the list above.
Results follow in this order: TEAD-YAP block	MITF primary	FBW7 activator	GPR151 ag
- CC(Oc1ccc(Cl)cc1Cl)C(=O)NNc1nc(Cl)nc(N(C)C)n1 (centres undefined)
→ -8	0	0.3	2.9
- CCOC(=O)CCC(=O)NCc1ccc2c(c1)cc(C)n2C
→ 2	0	-0.2	0.8
- COc1cccc(C(=O)N2CCCc3ccccc32)c1OC
→ 5	3	0.1	-0.2
- CCC1=C(C)C(C(F)(F)F)(C(F)(F)F)C(C#N)=C(N)N1c1ccccc1F
→ 9	6	0.2	1.1
- Cc1cc(C)nc(N/N=C/c2ccc(N3CCNCC3)s2)n1
→ -11	-7	0.0	-1.2
- Cc1ccc(C(=O)N[C@H](C(=O)N2CCN(c3ccccc3)CC2)C(C)C)cc1
→ -11	0	0.1	1.3
- COc1ccccc1C(=O)Nc1cccc(N2CCC(NCC3(O)CCCCC3)CC2)c1
→ 6	7	0.4	-0.9

Next section
SMILES	TEAD-YAP block	MITF primary	FBW7 activator	GPR151 ag
O=C(Nc1ccc([N+](=O)[O-])cc1Cl)c1cc2ncc(Br)cn2n1	-4	6	-0.1	-0.8
CCOC(=O)c1c(NC(=O)CSc2nnc(CNC(=O)COc3ccccc3)n2C2CCCCC2)sc2c1CCCC2	-3	0	-0.1	0.8
CCN(CC)C(=O)C1CCCN(Cc2cccc(Br)c2)C1 (centres undefined)	-9	13	0.0	-0.6
Cc1nn(CC(=O)Nc2ccccc2Cl)c(=O)c2cccn12	-2	4	0.5	-0.6
COc1ccc(C(=O)N2CCN(Cc3ccc(Cl)cc3)CC2)cc1OC	13	53*	0.0	-0.5
COc1ccc(C(=O)Nc2nc(-c3cc(Cl)sc3Cl)cs2)cc1OC	-10	-4	0.0	-0.6
Cc1noc(C)c1CCC(=O)N1CCC(CCC(=O)N(C)Cc2ccccc2)CC1	-1	10	0.1	0.9
CCOC(=O)CNC(=O)C(Cc1ccccc1)NS(=O)(=O)c1cccs1 (centres undefined)	-13	-2	-0.1	0.5
CCOC(=O)CSc1nc(-c2cccs2)cc(-c2ccc(F)cc2)c1C#N	7	3	0.0	-0.9
Cc1cc(C)n(C(=O)c2ccc(F)c(F)c2)n1	9	5	0.6	-1.4
COc1cc(/C=C(\C#N)c2nnc3n2CCCCC3)cc(OC)c1OC	-11	6	0.1	-1.5
Fc1cccc2sc(Nc3nc4c(s3)CCCC4)nc12	-69	-10	0.2	1.3
Nc1cc(O)ccc1CC(N)C(=O)O (centres undefined)	3	35	-0.1	0.8
CCn1c2ccccc2c2cc(NC(=O)C/C(C)=N/NC(=O)C(=O)NC(C)C)ccc21	-5	-7	-0.2	1.7
Cc1ccc2c(c1)nnn2C1CCN(C(=O)Nc2cccc(Cl)c2)CC1	-8	-15	-0.2	-1.0
CC(C)Cn1c(=O)c(C(=O)Nc2ccc(O)cc2)c(O)c2ccccc21	2	-1	-0.2	0.9
N#CCC/C=N/Nc1ccc([N+](=O)[O-])cc1	-9	5	-0.2	0.0
Cc1ccc(OCC(=O)N(C)c2ccccc2)cc1C	-19	4	0.2	0.2
Cc1[nH]n(-c2ccccc2)c(=S)c1/C=N/c1ccccn1	6	-8	-0.1	5.9*
O=S(=O)(c1ccc(NCc2ccccn2)nc1)N1CCCCC1	4	-1	0.2	-1.4
CCN(CC)c1nc(NCCc2ccc(O)cc2)nc(Nc2ccncn2)n1	-3	15	0.0	0.4
COc1cc(/C=C2N=C(/C=C/c3ccc(C)cc3)OC/2=O)ccc1OC(C)=O	4	14	-0.1	0.7
CC1=NN(c2ccccc2)C(=O)/C1=C\c1cn(CCC(=O)O)nc1-c1cc2ccccc2o1	0	10	0.2	-1.9
Cc1ccccc1-c1nnn(Cc2ccc(F)cc2Cl)n1	-8	-2	0.1	1.9
COc1ccc(CC(=O)Nc2nnc(SCC(=O)Nc3ccccc3F)s2)cc1	2	6	0.0	-1.0
CCc1ccc2occ(CC(=O)Nc3ccc(NC(C)=O)cc3)c2c1	-14	2	-0.1	-0.1
COC(=O)[C@H]1CN(C(=O)c2ccc(=O)[nH]n2)C[C@@H]1c1ccc(F)cc1	9	18	0.9	-1.5
CCOC(=O)c1c(NC(=O)c2cccc(F)c2)sc(C(=O)Nc2cc(C(F)(F)F)ccc2Cl)c1C	4	1	0.0	0.8
C=CCSc1nnc2c(n1)OC(c1ccc3c(c1)OCO3)N(C(C)=O)c1ccccc1-2 (centres undefined)	13	9	-0.1	1.3
CCC(C)NC(=O)c1ccc(N2CCCCC2)c([N+](=O)[O-])c1 (centres undefined)	-5	13	0.0	0.4
COCCn1c(=NC(=O)c2ccccc2)sc2cc(OC)ccc21	-3	-15	0.1	-0.3
CCCCNC(=O)c1cccnc1SCC(=O)Nc1ccc(OC)cc1OC	-4	-17	-0.1	-0.1
Cc1ccc(N=Cc2c(O)[nH]c3ccccc23)c([N+](=O)[O-])c1	-25	-11	-0.4	0.8
O=C(c1cccs1)N1CCC2(CC1)CC(O)(c1ccc(F)cc1)CO2 (centres undefined)	1	6	0.0	-0.5
CN(C(=O)CSc1nnnn1C)C1CCCCC1	-11	1	-0.1	-1.2
CCOC(=O)N1CCc2c(sc(NC(=O)c3ccc(S(=O)(=O)N4CCc5ccccc5C4)cc3)c2C(N)=O)C1	-3	-1	0.0	1.8
CCOC(=O)c1cc(NC(=O)Nc2cc(C)ccc2C)c(C)nc1C	-4	14	0.9	-1.3

Another view of part of the listing above.
smiles: Cc1c(C(=O)Nc2ccc3c(c2)OCO3)sc2ncn(Cc3cccc(F)c3)c(=O)c12
  TEAD-YAP block: -21 | MITF primary: 3 | FBW7 activator: -0.2 | GPR151 ag: -0.7

smiles: O=C(NC1CCCCCC1)C(=O)NC1CCCCC1
  TEAD-YAP block: -1 | MITF primary: 6 | FBW7 activator: 0.0 | GPR151 ag: 1.6
